LRH-1 inv ag = NR5A2 inverse agonism in reporter assay. HEK293T StAR-luciferase reporter, LRH-1 transfected, 24 h. inhibition, % at 3.6 µM. hit rate 0.13% among 360,000. AID 602396;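 active = inhibition above the mean inhibition of all tested compounds plus 3 SD, cut at about 73% in these data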;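 note: 0% = DMSO wells and 100% = reporter-only cells lacking LRH-1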
ABHD5-PLIN5 inh = inhibitors of human ABHD5-perilipin-5 interaction. Q00G26+Q8WTS1. Split G. princeps luciferase complementation, luminescence, 4 h. inhibition, % at 4 µM. hit rate 0.78% among 360,000;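 active = inhibition above the mean inhibition across every tested compound plus 3 SD, cut at about 22% in these data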;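 note: 0% = DMSO only wells and the 100% control is not disclosed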
Granule exo inh = blocks lytic granule exocytosis. AID 651702. hit rate 0.66% among 360,000. TALL-104 LAMP-1 surface exposure, flow cytometry; cells stimulated with thapsigargin and PMA. inhibition, % at 10 µM;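 active = inhibition above about 55%, limit read from the data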
NOD2-RIPK2 inh = inhibitors of human NOD2-RIPK2 interaction; CHO BLA complementation NOD2-RIPK2, CCF4 ratio; inhibition, % at 4.98 µM; hit rate 0.38% among 360,000; AID 624267; in the data active = inhibition above about 21%;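 note: 0% = vehicle only and 100% = reference blocker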
Target sequence (O43353 whole entry, looked up): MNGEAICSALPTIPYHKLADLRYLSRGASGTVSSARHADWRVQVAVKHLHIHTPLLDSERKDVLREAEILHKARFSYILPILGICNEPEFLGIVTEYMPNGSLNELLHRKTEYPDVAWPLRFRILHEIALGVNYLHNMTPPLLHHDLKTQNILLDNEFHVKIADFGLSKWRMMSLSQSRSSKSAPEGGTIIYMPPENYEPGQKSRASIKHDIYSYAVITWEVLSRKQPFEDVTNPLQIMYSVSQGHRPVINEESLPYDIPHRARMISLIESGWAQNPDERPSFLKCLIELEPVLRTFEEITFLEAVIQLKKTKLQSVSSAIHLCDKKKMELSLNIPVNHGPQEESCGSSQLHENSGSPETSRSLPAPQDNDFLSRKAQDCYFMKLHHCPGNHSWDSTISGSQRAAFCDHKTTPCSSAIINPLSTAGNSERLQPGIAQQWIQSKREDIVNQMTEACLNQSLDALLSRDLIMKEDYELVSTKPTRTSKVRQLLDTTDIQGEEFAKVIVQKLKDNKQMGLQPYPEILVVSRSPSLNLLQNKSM
SRC1 inh = inhibits human SRC1 coactivator; Q15788; HEK293 GAL4-SRC1 luciferase reporter, luminescence; inhibition, % at 3.6 µM; hit rate 0.12% among 360,000;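 active = inhibition above the campaign mean plus 3 SD, with each screening campaign given its own cutoff, cut at about 60% in these data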;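 note: 0% = DMSO treated cells and 100% = gossypol at 36 µM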
SRC2 inh = human SRC2 (NCOA2) inhibition | Q15596 | AID 651957 | inhibition, % at 9 µM | hit rate 0.17% among 370,000 | HEK293 GAL4-SRC2 luciferase reporter, luminescence;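 active = inhibition above the mean inhibition of all tested compounds plus 3 SD, set per campaign, cut at about 52% in these data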;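 note: 0% = DMSO treated cells and 100% = cells given Gossypol at 36 µM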
TLR9-MyD88 block = TLR9-MyD88 interaction inhibition; AID 504734; hit rate 0.21% among 340,000; inhibition, % at 4.98 µM; Q9NR96+Q99836; CHO BLA complementation TLR9-MyD88, CCF4 FRET ratio;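 active = inhibition above the mean over all tested compounds plus 3 SD, cut at about 21% in these data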;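 note: 0% = DMSO only wells and 100% = clavulanate BLA inhibitor control wells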
TWEAK-Fn14 inh = TWEAK-Fn14 signaling inhibition; TWEAK-stimulated Fn14 reporter cells, luciferase luminescence, 8 h; inhibition, % at 10 µM; hit rate 2% among 360,000; in the data active = inhibition above about 50%
NCOA3 inh = inhibits human SRC3 coactivator; inhibition, % at 3.6 µM; HEK293 GAL4-SRC3 luciferase reporter, luminescence; hit rate 0.17% among 360,000; Q9Y6Q9;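 active = inhibition above a per-campaign cutoff, the mean of all compounds plus 3 SD, cut at about 60% in these data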;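 note: 0% = DMSO-treated cells and 100% = gossypol-treated cells at 36 µM; higher means less SRC3-driven luciferase light from the GAL4 reporter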
TROY NFkB inh = TROY signaling inhibition; AID 1347056; inhibition, % at 10 µM; Q293 LMP1-TROYcd NF-kB luciferase reporter, 4 h; hit rate 0.98% among 360,000;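 active = compounds whose plate-normalised and pattern-corrected inhibition of the luciferase reporter signal at the single screening dose is 50% or more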
NR2F2 inh = NR2F2 (human) inhibition, primary screen. HEK293T NGFI-A luciferase reporter, luminescence. hit rate 0.7% among 370,000. P24468. inhibition, % at 8.6 µM;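 active = inhibition above a per-plate cutoff, mean inhibition of test wells between control levels plus 3 SD, cut at about 38% in these data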;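 note: cells cotransfected with COUP-TFII expression vector driving the NGFI-A reporter; 0% = median of COUP-TF2 test wells and 100% = reporter-only cells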
Target sequence (P24468 whole entry, looked up): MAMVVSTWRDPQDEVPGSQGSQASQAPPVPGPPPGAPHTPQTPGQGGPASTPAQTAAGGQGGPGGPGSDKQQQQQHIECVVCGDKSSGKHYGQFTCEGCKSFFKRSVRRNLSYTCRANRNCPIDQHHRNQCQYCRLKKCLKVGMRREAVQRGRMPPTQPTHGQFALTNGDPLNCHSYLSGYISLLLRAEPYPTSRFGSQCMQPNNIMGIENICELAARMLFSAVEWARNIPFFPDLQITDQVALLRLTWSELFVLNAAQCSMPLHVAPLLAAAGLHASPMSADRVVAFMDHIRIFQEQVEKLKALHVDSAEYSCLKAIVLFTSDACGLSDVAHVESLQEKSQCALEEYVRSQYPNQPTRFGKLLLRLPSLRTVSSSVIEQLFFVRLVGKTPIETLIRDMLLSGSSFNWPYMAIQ
Active calls of the source: *; nt = no result given. Not all compounds are listed, so the mix of outcomes need not match the whole.

#1 COc1ccc(-n2ncc3c(NCCN4CCOCC4)ncnc32)cc1
#2 Cc1c(Cc2ccccc2)c(=O)oc2cc(OCC(=O)N3CCC(C(N)=O)CC3)ccc12
#3 COc1cccc(C2C(C(N)=O)=C(C)Nc3nc(-c4cccc(Cl)c4)nn32)c1 (stereo not given)
#4 CCN1C(=O)N[C@@H](c2ccc(Br)cc2)C(C(=O)OC)=C1C
#5 Cc1c(OCC(=O)NCCCN2CCOCC2)ccc2c(-c3ccccc3)cc(=O)oc12
#6 Cc1nc(CS(=O)(=O)c2ccccc2)cc(Sc2ccc(Cl)cc2)n1
#7 CC1COC(c2cccn2Cc2ccccc2Cl)=N1 (stereo not given)
#8 COC(=O)c1ccc(Oc2c(C)oc3c(CN4CCN(C)CC4)c(O)ccc3c2=O)cc1

assay / compound	1	2	3	4	5	6	7	8
LRH-1 inv ag	17.3	11.1	6.3	13.9	42.6	-50.4	10.7	3.9
ABHD5-PLIN5 inh	-1.2	0.4	4.2	-10.5	2.4	3.6	-1.4	2.8
Granule exo inh	3.4	-7.7	-1.6	6.5	-1.0	4.2	-4.2	-1.2
NOD2-RIPK2 inh	2.7	-0.4	9.4	3.7	3.9	-6.4	-12.4	-6.1
SRC1 inh	-33.2	-39.6	-15.8	-4.0	-10.9	-7.7	-11.7	5.8
SRC2 inh	nt	-4.9	-23.1	12.5	16.8	-19.8	8.3	-5.0
TLR9-MyD88 block	-5.5	-2.5	6.3	-8.8	4.9	0.6	3.0	3.8
TWEAK-Fn14 inh	59.3*	-3.0	5.3	5.1	7.3	-15.0	-28.6	4.7
NCOA3 inh	-10.8	12.0	-3.2	0.2	17.0	-24.6	0.9	20.1
TROY NFkB inh	53.4*	-8.7	-18.9	1.2	2.2	-72.7	-21.6	-5.1
NR2F2 inh	nt	3.7	-45.9	4.3	11.7	-12.4	2.1	-8.7

Part of the list above, with values under each structure:
Every second line gives: LRH-1 inv ag	ABHD5-PLIN5 inh	Granule exo inh	NOD2-RIPK2 inh	SRC1 inh	SRC2 inh	TLR9-MyD88 block	TWEAK-Fn14 inh	NCOA3 inh	TROY NFkB inh	NR2F2 inh
3: COc1cccc(C2C(C(N)=O)=C(C)Nc3nc(-c4cccc(Cl)c4)nn32)c1 (stereo not given)
  6.3	4.2	-1.6	9.4	-15.8	-23.1	6.3	5.3	-3.2	-18.9	-45.9
4: CCN1C(=O)N[C@@H](c2ccc(Br)cc2)C(C(=O)OC)=C1C
  13.9	-10.5	6.5	3.7	-4.0	12.5	-8.8	5.1	0.2	1.2	4.3
5: Cc1c(OCC(=O)NCCCN2CCOCC2)ccc2c(-c3ccccc3)cc(=O)oc12
  42.6	2.4	-1.0	3.9	-10.9	16.8	4.9	7.3	17.0	2.2	11.7
6: Cc1nc(CS(=O)(=O)c2ccccc2)cc(Sc2ccc(Cl)cc2)n1
  -50.4	3.6	4.2	-6.4	-7.7	-19.8	0.6	-15.0	-24.6	-72.7	-12.4
7: CC1COC(c2cccn2Cc2ccccc2Cl)=N1 (stereo not given)
  10.7	-1.4	-4.2	-12.4	-11.7	8.3	3.0	-28.6	0.9	-21.6	2.1

(further entries)
#9 CCN(c1ccc(NC(=O)COC(=O)CCc2cc(OC)c(OC)c(OC)c2)cc1)C(C)C
#10 CCc1nc2ccccc2c(C(=O)OCC(=O)N(CCOC)c2c(N)n(Cc3ccccc3)c(=O)[nH]c2=O)c1C
#11 CC1(C(=O)NS(=O)(=O)Cc2ccccc2C(F)(F)F)CCN1C(=O)C/C=C/c1ccccc1 (stereo not given)
#12 COC(=O)c1cc(NS(=O)(=O)c2ccc3c(c2)CCC(=O)N3)cc(C(=O)OC)c1
#13 COc1ccc(-n2c(SCC3CNC(=O)O3)nnc2-c2ccc(Cl)cc2)cc1 (stereo not given)
#14 COc1ccc(-c2cnc3c(NC(C)=O)cc(-c4cccc(C(=O)NCCO)c4)cn23)cc1OC
#15 Cc1cc(C(=O)O)sc1C
#16 c1ccc2c(c1)c1c3n2CCNC3CCC1 (stereo not given)

assay / compound	9	10	11	12	13	14	15	16
LRH-1 inv ag	37.5	-17.0	0.7	-15.4	8.6	10.7	-0.4	3.6
ABHD5-PLIN5 inh	2.2	-11.1	2.5	6.4	2.3	9.4	7.8	9.6
Granule exo inh	12.3	7.3	8.5	-0.7	-2.0	13.0	6.2	-3.8
NOD2-RIPK2 inh	-8.8	1.9	13.5	-4.5	3.1	-2.0	-3.1	-10.5
SRC1 inh	-3.2	-6.2	19.2	5.8	-4.8	9.6	-9.0	3.5
SRC2 inh	2.7	10.8	-9.5	-1.4	7.3	-10.2	2.1	-11.0
TLR9-MyD88 block	6.4	-2.7	nt	5.0	-0.9	nt	5.9	0.5
TWEAK-Fn14 inh	-15.2	23.8	-14.4	21.4	14.4	-29.3	-3.4	-9.2
NCOA3 inh	2.8	16.7	2.8	-7.5	9.0	-11.7	1.6	-1.6
TROY NFkB inh	6.5	3.9	-3.6	1.0	11.6	-8.4	3.0	-4.1
NR2F2 inh	7.8	0.5	-1.9	14.8	3.8	-13.9	-11.4	7.5

#17 CN(C)S(=O)(=O)Oc1cc(Cl)ccc1C(=O)Nc1ccc(F)cc1F
#18 S=C(NCc1ccccc1)Nc1ccc2cn[nH]c2c1
#19 CC(C)=N/N=C1/NC(=O)C(Cc2ccccc2)S1 (stereo not given)
#20 O=C(CC1(CC(=O)N2CCOCC2)CCCC1)Nc1ccccc1
#21 Cc1noc(C)c1COC(=O)C1CCN(S(=O)(=O)c2c(Cl)cccc2Cl)CC1
#22 COc1cc(C(=O)OCC(=O)NCCCc2ccccc2)ccc1OCC(C)C
#23 O=[N+]([O-])c1cccc(NNS(=O)(=O)c2ccccc2F)c1
#24 CCCN(CCC)C1CC(=O)N(Cc2ccccc2)C1=O (stereo not given)

assay / compound	17	18	19	20	21	22	23	24
LRH-1 inv ag	8.9	-6.7	4.2	-20.7	-10.3	6.5	7.8	0.8
ABHD5-PLIN5 inh	0.2	-6.3	-9.4	9.0	-3.1	1.2	1.8	14.9
Granule exo inh	10.5	-1.9	-5.9	0.4	-3.4	-3.9	-24.5	6.8
NOD2-RIPK2 inh	-3.4	16.2	1.6	-9.0	10.9	0.5	-3.6	2.6
SRC1 inh	-54.8	-7.6	-0.1	1.2	-9.7	-24.5	-24.6	-1.3
SRC2 inh	-5.7	15.7	3.0	-26.5	-29.6	-3.1	-3.4	11.1
TLR9-MyD88 block	-9.6	0.9	-13.7	-1.8	1.3	3.8	0.0	-4.7
TWEAK-Fn14 inh	-52.9	28.1	10.6	17.9	-9.3	-14.5	16.3	-4.4
NCOA3 inh	-11.1	2.5	-1.1	-5.8	-17.5	-14.7	-8.3	-8.0
TROY NFkB inh	-27.4	-9.1	16.8	4.5	-25.9	-3.2	7.2	-8.6
NR2F2 inh	6.5	0.0	-8.8	-2.7	-17.7	-6.2	-11.4	15.0

#25 CN1CCN(c2ccc(Cl)cc2NS(=O)(=O)c2ccccc2Cl)CC1
#26 O=C(O)[C@H](Cc1ccccc1)N1C(=O)c2ccncc2C1=O
#27 CC(=O)c1cc(-c2ccccc2)n(CCC(=O)NC2CCCCCC2)c1C
#28 N#Cc1c(-c2ccc(F)cc2)nc(-c2ccccc2)[nH]c1=O
#29 O=C(CN1CSCC1=O)N1CCN(S(=O)(=O)c2cc(C(F)(F)F)ccc2Cl)CC1
#30 CC[C@]12c3[nH]c4ccc(Cl)cc4c3CCN1C(=O)[C@@H](CC(=O)NCc1ccc(OC)c(OC)c1)C[C@@H]2C(=O)N1CCN(C(=O)C2CC2)CC1
#31 O=C(Cn1c(=O)sc2ccccc21)Nc1ccc(S(=O)(=O)N2CCCCC2)cc1
#32 CCOCCCNc1nc(-c2ccccc2)nc2ccccc12

assay / compound	25	26	27	28	29	30	31	32
LRH-1 inv ag	-5.2	-6.1	-1.7	11.3	10.2	19.1	13.2	5.8
ABHD5-PLIN5 inh	20.8	-2.1	1.8	-3.7	1.6	14.2	-19.4	0.1
Granule exo inh	1.8	0.0	2.7	-1.3	1.9	-2.6	-12.1	7.5
NOD2-RIPK2 inh	3.2	-3.2	5.7	3.7	4.4	-18.3	-1.9	-7.2
SRC1 inh	-1.7	3.4	-18.6	-9.1	5.5	-7.0	-2.4	0.9
SRC2 inh	-17.7	-5.8	-9.3	-12.0	3.5	1.8	-3.0	1.4
TLR9-MyD88 block	0.3	-0.8	-4.6	3.8	2.3	-0.2	12.3	1.9
TWEAK-Fn14 inh	2.8	-14.9	9.9	-2.6	-13.8	19.9	15.7	19.3
NCOA3 inh	-6.5	15.1	20.3	20.6	13.1	-25.0	-5.6	-0.9
TROY NFkB inh	8.9	-34.2	-21.9	22.3	-12.4	-10.6	22.8	-1.1
NR2F2 inh	-2.8	-0.4	8.8	9.6	11.3	8.7	12.0	11.5

#33 O=C(OCc1ccccc1)C1=NNC2C(=O)N(Cc3ccccc3)C(=O)C12 (stereo not given)
#34 Cc1ccc(C(=O)ONc2ccc(N=NC(=O)c3ccccc3O)cc2)cc1
#35 O=C(Nc1ccc(N2CCOCC2)cc1N1CCOCC1)c1ccc(F)cc1
#36 Cc1[nH]c2ccccc2c1C(=O)CSc1nc2ccccc2[nH]1
#37 COc1cccc(-c2cc3nc(-c4ccccc4)cc(N4CCCC(O)C4)n3n2)c1 (stereo not given)
#38 COC(=O)[C@@]1(Cc2ccc(OC)cc2)[C@H]2c3cc(C(=O)N4CCCC4)n(CCc4ccc(OC)c(Br)c4)c3C[C@H]2CN1C(=O)c1ccccc1
#39 Clc1ccccc1Cn1c(/C=C/c2ccco2)nc2ccccc21
#40 c1ccc(CCNc2ncnc3nc[nH]c23)cc1
#41 CCc1nnc(NC(=O)CCC(=O)N2CCN(c3ccccn3)CC2)s1

assay / compound	33	34	35	36	37	38	39	40	41
LRH-1 inv ag	-22.3	14.9	0.9	-39.0	12.6	12.8	9.1	-32.4	3.3
ABHD5-PLIN5 inh	-0.8	1.6	2.5	-6.2	0.2	12.0	10.0	-5.7	4.4
Granule exo inh	0.4	3.9	9.9	-1.1	9.4	10.6	-7.4	-0.1	0.5
NOD2-RIPK2 inh	-6.5	-8.3	-4.2	-1.4	-7.8	-3.4	4.7	2.5	-2.9
SRC1 inh	-0.2	2.3	-4.8	-13.1	4.2	nt	-10.3	-39.8	-1.0
SRC2 inh	1.3	-9.9	18.9	-7.0	12.4	5.2	-16.8	-10.2	-39.7
TLR9-MyD88 block	-8.6	3.6	-7.4	2.7	3.9	nt	8.2	10.2	-0.9
TWEAK-Fn14 inh	-0.3	8.4	9.2	-12.8	24.3	19.6	12.6	4.7	-6.5
NCOA3 inh	4.2	-9.0	14.3	-29.2	1.5	nt	10.3	0.9	6.3
TROY NFkB inh	12.1	-42.9	4.8	-29.4	13.8	-11.2	-15.2	-16.5	-20.3
NR2F2 inh	-0.5	6.6	-0.9	-26.4	-29.3	-9.9	-3.0	0.3	-2.9

Screens deposited in PubChem by several laboratories.
